STAT1 activator = STAT1 signaling activators, primary screen, cell-based, HTS, luciferase reporter; NIH 3T3 STAT1-luciferase reporter, IFN-gamma, luminescence; 100% = IFN-gamma alone, no compound; activation (% of control), % at 5.5 µM; 200,000 compounds, 2.6% hits;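 active = activation above the screen-wide mean activation plus 3 SD, cut at about 130% in these data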;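 note: raw ratio to IFN-gamma control signal so 100% means no change and 0% no light; values of inactives mirror those of a sister screen read the other way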
STAT1 inh = STAT1 signaling inhibitors, primary screen, cell-based, HTS, luciferase reporter | inhibition, % at 5.5 µM | NIH 3T3 STAT1-luciferase reporter, IFN-gamma, luminescence | 200,000 compounds, 0.35% hits;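 active = inhibition above a set limit, the mean inhibition across all tested compounds plus 3 SD, cut at about 34% in these data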;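 note: 0% = IFN-gamma with DMSO and 100% = IFN-gamma with 300 µM nifuroxazide; values of inactives mirror those of a sister screen read the other way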
STAT3 activator = IL-6 driven STAT3 reporter potentiators, primary screen, U3A cells, luciferase, luminescence, MLSCN library. IL-6 STAT3-luciferase reporter; 100% = signal with IL-6 EC80 alone. activation (% of control), % at 5.6 µM. 190,000 compounds, 0.91% hits;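 active = activation above the screen-wide mean of compound activation plus 3 SD, cut at about 130% in these data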;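 note: 0% = background luminescence of wells with medium and substrate only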
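System – human U3A cells carrying STAT3-luciferase construct · Probe or stimulus – Interleukin-6, 33 ng/mL · Schedule – compound 1 h, then IL-6 6 h at 37 °C · Signal – luminescence from STAT3-driven luciferase reporter · Evaluation – percent of IL-6-only median luminescence · Benchmarks – IL-6-only high control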
Diaph inh CS = diaphorase inhibitors and chemical oxidizers, primary screen, counter-screen for diaphorase-coupled primary assays, biochemical, uHTS, resorufin fluorescence; inhibition, % at 20 µM; diaphorase resazurin-to-resorufin fluorescence, NADH, 16 min; bacterial (C. kluyveri) enzyme, not human; 190,000 compounds, 0.69% hits;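 active = primary screen inhibition at 20 µM above a set limit, cut at about 50% in these data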;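 note: plate controls were DMSO with full reaction for no effect and wells lacking NADH for full effect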
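System: Bacterial diaphorase enzyme (C. kluyveri) | Incubation: 16-min room-temperature incubation before reading | Benchmarks: No-NADH positive control and DMSO neutral control | Measured by: Resorufin fluorescence 544/590 nm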
STAT3 blocker = IL-6 driven STAT3 reporter inhibitors, primary screen, U3A cells, luciferase, luminescence, MLSCN library | inhibition, % at 5.5 µM | IL-6 STAT3-luciferase reporter; host cell line lacks STAT1 | 190,000 compounds, 0.89% hits | AID 862, 2007;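 active = inhibition above the mean inhibition across all screened compounds plus 3 SD, cut at about 44% in these data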;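 note: 0% = DMSO only wells and 100% = 100 µM nifuroxazide control wells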
TLR4-MyD88 BLA = inhibitors of TLR4-MyD88 association in cells, primary screen, cell-based, HeLa CL3-4, BLA complementation, FRET ratio. inhibition, % at 8.4 µM. Toll-like receptor 4 (Homo sapiens) + Myeloid differentiation primary response protein …. 200,000 compounds, 0.18% hits. HeLa CL3-4 TLR4/MyD88 BLA complementation; in the data active = inhibition above about 25%;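 note: 0% = vehicle and 100% = reference inhibitor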
Target sequence (O00206 whole entry, looked up): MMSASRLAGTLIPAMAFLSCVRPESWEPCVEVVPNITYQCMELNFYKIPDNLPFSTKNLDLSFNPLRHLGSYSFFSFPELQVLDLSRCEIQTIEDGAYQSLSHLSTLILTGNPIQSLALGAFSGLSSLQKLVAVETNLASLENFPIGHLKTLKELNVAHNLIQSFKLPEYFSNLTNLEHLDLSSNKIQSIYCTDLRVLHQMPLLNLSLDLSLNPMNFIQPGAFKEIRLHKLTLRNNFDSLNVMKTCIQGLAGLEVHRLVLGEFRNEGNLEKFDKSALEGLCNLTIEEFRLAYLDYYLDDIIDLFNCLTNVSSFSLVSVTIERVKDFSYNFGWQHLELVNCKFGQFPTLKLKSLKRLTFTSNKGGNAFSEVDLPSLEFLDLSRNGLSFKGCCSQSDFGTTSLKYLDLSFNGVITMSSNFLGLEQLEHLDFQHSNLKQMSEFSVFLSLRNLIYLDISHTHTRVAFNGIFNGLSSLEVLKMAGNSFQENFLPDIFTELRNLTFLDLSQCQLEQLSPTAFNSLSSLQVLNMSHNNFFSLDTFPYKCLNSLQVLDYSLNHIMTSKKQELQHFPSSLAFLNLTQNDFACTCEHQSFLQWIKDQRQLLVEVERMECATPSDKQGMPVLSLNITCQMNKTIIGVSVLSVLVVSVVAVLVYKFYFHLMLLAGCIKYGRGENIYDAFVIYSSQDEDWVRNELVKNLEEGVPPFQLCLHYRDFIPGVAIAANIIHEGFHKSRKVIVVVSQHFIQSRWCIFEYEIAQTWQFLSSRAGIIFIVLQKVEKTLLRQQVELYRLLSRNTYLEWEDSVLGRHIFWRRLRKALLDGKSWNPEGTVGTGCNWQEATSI
Target sequence (Q99836 whole entry, looked up): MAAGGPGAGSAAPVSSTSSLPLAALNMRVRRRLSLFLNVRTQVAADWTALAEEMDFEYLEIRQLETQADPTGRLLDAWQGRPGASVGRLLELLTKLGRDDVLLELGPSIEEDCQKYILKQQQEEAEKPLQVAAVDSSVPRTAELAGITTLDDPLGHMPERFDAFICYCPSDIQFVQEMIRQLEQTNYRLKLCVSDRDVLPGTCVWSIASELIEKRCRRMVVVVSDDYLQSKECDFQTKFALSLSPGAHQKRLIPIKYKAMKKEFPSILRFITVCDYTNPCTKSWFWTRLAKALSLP
Diaphorase act = compounds boosting diaphorase resazurin reduction – biochemical, uHTS, resorufin fluorescence, counter-screen for diaphorase-coupled primary assays, primary screen; activation factor at 20 µM; 190,000 compounds, 0.005% hits; Diaphorase/resazurin coupled assay, 16 min; stronger effect = higher value; 1 = vehicle wells, 0 = NADH-free wells; AID 1229, 2008;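 active = diaphorase activity raised at least twofold by the compound at 20 µM; inactive = activation factor below 2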
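test system = bacterial diaphorase enzyme (C. kluyveri) | quantity = enzyme 0.07 U/mL final | reagent = NADH substrate 0.114 mM plus resazurin dye 0.1 mM, final | incubation = 16 min enzyme reaction, ambient temperature | buffer or medium = HEPES pH 7.4 buffer with MgCl2 and Tween 20 | signal = fluorescence of resorufin, 544 nm excitation, 590 nm emission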
APP transl inh = inhibitors of APP translation via 5'UTR reporter, primary screen, APP 5'UTR luciferase, SH-SY5Y cells | SH-SY5Y APP 5'UTR-luciferase reporter, luminescence | AID 1285, 2008 | 190,000 compounds, 0.82% hits | inhibition, % at 2 µM;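 active = inhibition above a set limit, derived from the sample mean plus 3 SD, cut at about 45% in these data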; note: values of inactives mirror those of a sister screen read the other way
G6PDH counter = L. mesenteroides G6PDH inhibitors, counter-screen for G6PDH-coupled screening assays, biochemical, Leuconostoc mesenteroides enzyme; Purified L. mesenteroides G6PDH, diaphorase/resazurin coupled fluorescence, 45 min; inhibition, % at 5 µM; 200,000 compounds, 0.12% hits; in the data active = inhibition above about 50%
Hsp70 act = Hsp70 transcriptional activators, primary screen, cell-based, HeLa, Hsp70 promoter luciferase, luminescence, 10 µM; HeLa Hsp70 promoter luciferase reporter; scaled: vehicle 0, proteasome-inhibitor control 100%; activation, % at 10 µM; 200,000 compounds, 0.04% hits;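 active = activation above the mean across all tested compounds plus 3 SD, cutoff set per campaign, cut at about 5.5% in these data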;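 note: 100% = MG132 at 30 µM as the positive control and 0% = DMSO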
* = called active by the depositor.

How did COc1ccc(NC(=O)C(=O)NCc2ccncc2)c(OC)c1 do in these assays?
STAT1 activator: 97; STAT1 inh: 3; STAT3 activator: 89; Diaph inh CS: -2; STAT3 blocker: 16; TLR4-MyD88 BLA: -12; Diaphorase act: 1; APP transl inh: -10; G6PDH counter: -15; Hsp70 act: 0.1

What do the screens show for `C=CCn1c(CCNC(=O)C(C)(C)C)nc2ccccc21`?
STAT1 activator: 99; STAT1 inh: 2; STAT3 activator: 92; Diaph inh CS: 7; STAT3 blocker: 16; TLR4-MyD88 BLA: 17; Diaphorase act: 0.9; APP transl inh: -10; G6PDH counter: 18; Hsp70 act: -0.1

How did CCc1ccc(S(=O)(=O)NCc2cn3ccsc3n2)s1 do in these assays?
STAT1 activator: 99; STAT1 inh: 2; STAT3 activator: 100; Diaph inh CS: 10; STAT3 blocker: 7; TLR4-MyD88 BLA: 5; Diaphorase act: 0.9; APP transl inh: 3; G6PDH counter: -12; Hsp70 act: -0.3

How did COc1ccc(C(=O)CSc2n[nH]c(-c3ccncc3)n2)cc1[N+](=O)[O-] do in these assays?
STAT1 activator: 100; STAT1 inh: 0; STAT3 activator: 100; Diaph inh CS: 16; STAT3 blocker: 3; TLR4-MyD88 BLA: 10; Diaphorase act: 0.8; APP transl inh: -15; G6PDH counter: -7; Hsp70 act: -0.3

Results for O=C(c1c[nH]c2ccccc12)C(O)C(c1ccccc1)N1CCOCC1 (configuration not stated) ?
STAT1 activator: 100; STAT1 inh: 6; STAT3 activator: 104; Diaph inh CS: 12; STAT3 blocker: -2; TLR4-MyD88 BLA: 0; Diaphorase act: 0.9; APP transl inh: -6; G6PDH counter: 0; Hsp70 act: 0.3

Results for CCN(CC)S(=O)(=O)c1ccc(-n2cnnn2)c(C)c1 ?
STAT1 activator: 98; STAT1 inh: 2; STAT3 activator: 105; Diaph inh CS: 3; STAT3 blocker: 0; TLR4-MyD88 BLA: -6; Diaphorase act: 1; APP transl inh: -13; G6PDH counter: 4; Hsp70 act: -0.6

What do the screens show for `O=C(CSc1nn(-c2ccc(Cl)cc2)c(=S)s1)N1CCN(C(=O)c2ccco2)CC1`?
STAT1 activator: 103; STAT1 inh: -5; STAT3 activator: 95; Diaph inh CS: -2; STAT3 blocker: 10; TLR4-MyD88 BLA: -1; Diaphorase act: 1; APP transl inh: 7; G6PDH counter: 0; Hsp70 act: -0.3

Results for O=C(OCc1ccccc1)C1CCCN1C(=O)c1ccccc1[N+](=O)[O-] (configuration not stated) ?
STAT1 activator: 101; STAT1 inh: -1; STAT3 activator: 108; Diaph inh CS: -14; STAT3 blocker: -5; TLR4-MyD88 BLA: 10; Diaphorase act: 1.1; APP transl inh: -16; G6PDH counter: 4; Hsp70 act: -0.1

What do the screens show for `CC(=O)CCS(=O)(=O)c1ccc(NC(C)=O)cc1`?
STAT1 activator: 99; STAT1 inh: 1; STAT3 activator: 111; Diaph inh CS: 0; STAT3 blocker: -5; TLR4-MyD88 BLA: 15; Diaphorase act: 1; APP transl inh: 1; G6PDH counter: -3; Hsp70 act: -0.2

What do the screens show for `CN(C)S(=O)(=O)c1ccccc1C#N`?
STAT1 activator: 104; STAT1 inh: -5; STAT3 activator: 112; Diaph inh CS: 7; STAT3 blocker: -13; TLR4-MyD88 BLA: -1; Diaphorase act: 0.9; APP transl inh: 12; G6PDH counter: 3; Hsp70 act: -0.1

How did O=C(CSc1nnc(C2CC2)n1Cc1ccco1)NCC(F)(F)F do in these assays?
STAT1 activator: 100; STAT1 inh: -1; STAT3 activator: 103; Diaph inh CS: 16; STAT3 blocker: 3; TLR4-MyD88 BLA: 7; Diaphorase act: 0.8; APP transl inh: 8; G6PDH counter: 12; Hsp70 act: -0.1

How did O=C(O)c1ccc(CSc2nnc(Cc3ccccc3)o2)cc1 do in these assays?
STAT1 activator: 103; STAT1 inh: -3; STAT3 activator: 103; Diaph inh CS: 17; STAT3 blocker: -3; TLR4-MyD88 BLA: 4; Diaphorase act: 0.8; G6PDH counter: -6; Hsp70 act: -0.2

What do the screens show for `N#C/C(=C\c1ccccc1)c1n[nH]c(Cn2cncn2)n1`?
STAT1 activator: 107; STAT1 inh: -8; STAT3 activator: 104; Diaph inh CS: 15; STAT3 blocker: 1; TLR4-MyD88 BLA: 10; Diaphorase act: 0.8; APP transl inh: -5; G6PDH counter: 14; Hsp70 act: 0.0

How did C=CCn1c(SCC(=O)NCc2ccco2)nc2sc3c(c2c1=O)CCCCC3 do in these assays?
STAT1 activator: 101; STAT1 inh: -1; STAT3 activator: 93; STAT3 blocker: 11; TLR4-MyD88 BLA: 0; APP transl inh: 10; Hsp70 act: 0.0

Results for CC(C)N(C(=O)COC(=O)c1ccc(O)cc1)C(C)C ?
STAT1 activator: 103; STAT1 inh: -3; STAT3 activator: 94; Diaph inh CS: 9; STAT3 blocker: 13; TLR4-MyD88 BLA: 2; Diaphorase act: 0.9; APP transl inh: -2; G6PDH counter: 23; Hsp70 act: 0.2

What do the screens show for `O=C1c2ccccc2C(Nc2ccc3c(c2)OCCO3)N1c1ccccn1` (configuration not stated)?
STAT1 activator: 96; STAT1 inh: 5; STAT3 activator: 106; Diaph inh CS: 1; STAT3 blocker: -2; TLR4-MyD88 BLA: -1; Diaphorase act: 1; APP transl inh: 0; G6PDH counter: 2; Hsp70 act: 0.4

How did Cc1ccc[n+](CC(=O)c2ccc(-c3ccccc3)cc2)c1 do in these assays?
STAT1 activator: 83; STAT1 inh: 20; STAT3 activator: 98; Diaph inh CS: 16; STAT3 blocker: 0; TLR4-MyD88 BLA: -23; Diaphorase act: 0.8; APP transl inh: -17; G6PDH counter: -2; Hsp70 act: -0.5

Results for COC(=O)/C(=C/Nc1ccc(O)cc1)[N+](=O)[O-] ?
STAT1 activator: 101; STAT1 inh: -1; STAT3 activator: 103; Diaph inh CS: 16; STAT3 blocker: 3; TLR4-MyD88 BLA: -3; Diaphorase act: 0.8; APP transl inh: 10; G6PDH counter: 2; Hsp70 act: 0.1

What do the screens show for `CCN(CC)C(=O)c1sc(NC(=O)c2cc(-c3ccc(C)s3)nc3ccccc23)c(C(=O)OC)c1C`?
STAT1 activator: 100; STAT1 inh: 0; STAT3 activator: 104; Diaph inh CS: 29; STAT3 blocker: -4; TLR4-MyD88 BLA: 5; Diaphorase act: 0.7; APP transl inh: 4; G6PDH counter: 2; Hsp70 act: 0.0

How did O=C(NCc1ccccn1)C1CC(c2ccccc2Cl)=NO1 (configuration not stated) do in these assays?
STAT1 activator: 97; STAT1 inh: 1; STAT3 activator: 103; Diaph inh CS: -9; STAT3 blocker: -2; TLR4-MyD88 BLA: 8; Diaphorase act: 1.1; APP transl inh: 2; G6PDH counter: 14; Hsp70 act: -0.1

As a short view, part of the list above.
How did COc1ccc(NC(=O)C(=O)NCc2ccncc2)c(OC)c1 do in these assays?
STAT1 activator: 97; STAT1 inh: 3; STAT3 activator: 89; Diaph inh CS: -2; STAT3 blocker: 16; TLR4-MyD88 BLA: -12; Diaphorase act: 1; APP transl inh: -10; G6PDH counter: -15; Hsp70 act: 0.1

What do the screens show for `C=CCn1c(CCNC(=O)C(C)(C)C)nc2ccccc21`?
STAT1 activator: 99; STAT1 inh: 2; STAT3 activator: 92; Diaph inh CS: 7; STAT3 blocker: 16; TLR4-MyD88 BLA: 17; Diaphorase act: 0.9; APP transl inh: -10; G6PDH counter: 18; Hsp70 act: -0.1

How did CCc1ccc(S(=O)(=O)NCc2cn3ccsc3n2)s1 do in these assays?
STAT1 activator: 99; STAT1 inh: 2; STAT3 activator: 100; Diaph inh CS: 10; STAT3 blocker: 7; TLR4-MyD88 BLA: 5; Diaphorase act: 0.9; APP transl inh: 3; G6PDH counter: -12; Hsp70 act: -0.3

How did COc1ccc(C(=O)CSc2n[nH]c(-c3ccncc3)n2)cc1[N+](=O)[O-] do in these assays?
STAT1 activator: 100; STAT1 inh: 0; STAT3 activator: 100; Diaph inh CS: 16; STAT3 blocker: 3; TLR4-MyD88 BLA: 10; Diaphorase act: 0.8; APP transl inh: -15; G6PDH counter: -7; Hsp70 act: -0.3

More results
How did COc1ccc(CCN2C(=O)NC(NC(=O)CCc3ccccc3)(C(F)(F)F)C2=O)cc1OC (configuration not stated) do in these assays?
STAT1 activator: 102; STAT1 inh: -2; STAT3 activator: 101; Diaph inh CS: 12; STAT3 blocker: -1; TLR4-MyD88 BLA: -6; Diaphorase act: 0.9; APP transl inh: -8; G6PDH counter: 5; Hsp70 act: -0.1

What do the screens show for `CCOc1ccccc1NC(=S)NNS(=O)(=O)c1c(C)cc(C)cc1C`?
STAT1 activator: 103; STAT1 inh: -3; STAT3 activator: 110; Diaph inh CS: 10; STAT3 blocker: -14; TLR4-MyD88 BLA: 4; Diaphorase act: 0.9; APP transl inh: -3; G6PDH counter: -1; Hsp70 act: -0.3

What do the screens show for `CC(C)c1nnc(NC(=O)Cc2cccs2)s1`?
STAT1 activator: 100; STAT1 inh: -3; STAT3 activator: 110; Diaph inh CS: 13; STAT3 blocker: -13; TLR4-MyD88 BLA: 7; Diaphorase act: 0.9; APP transl inh: -17; G6PDH counter: 9; Hsp70 act: -0.3

How did COC(=O)c1sccc1NC(=O)Nc1cccc(F)c1 do in these assays?
STAT1 activator: 127; STAT1 inh: -29; STAT3 activator: 150*; Diaph inh CS: 22; STAT3 blocker: -43; TLR4-MyD88 BLA: -17; Diaphorase act: 0.8; APP transl inh: -4; G6PDH counter: 2; Hsp70 act: -0.3

What do the screens show for `COc1cccc(-c2noc(CCC(=O)NC3CCCCC3)n2)c1`?
STAT1 activator: 93; STAT1 inh: 2; STAT3 activator: 99; Diaph inh CS: 3; STAT3 blocker: 5; TLR4-MyD88 BLA: 4; Diaphorase act: 1; APP transl inh: 14; G6PDH counter: 5; Hsp70 act: -0.4

Compound activity deposited in PubChem by several laboratories.
